# Statin myotox sup: suppressors of simvastatin-induced myotoxicity in C2C12 myotubes. ATP luminescence, 48 h; scaled: DMSO 0, geranylgeraniol control 100. rescue of ATP level, % at 7.49 µM. 330,000 tested, 0.78% active;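 active = mean ATP rescue above about 67%, or every replicate alone reaching that limit, limit read from the data, passing the limit was not always enough; inconclusive = no clear call, values can overlap the other calls; inactive = mean under the limit and some replicate under it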;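 also: myotubes were challenged with 10 µM simvastatin during compound exposure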
# E-sel inducer: E-selectin induction on HUVECs. HUVEC E-selectin immunofluorescence imaging; normalized: neutral wells 0, TNF-alpha wells 100. activation, % at 7.58 µM. 260,000 tested, 0.37% active;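 active = mean E-selectin-positive cell signal at least 10% of the positive control, reached in at least 60% of replicates, without over 20% cell loss; inconclusive = no rule given, readout overlaps actives, possibly toxicity-flagged; inactive = the rest, including those meeting only one limit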;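 also: in these data hits start at about 27%; measured in HUVEC primary endothelial cells; signal is the percent of cells scored E-selectin positive by PE staining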
# Target sequence (P16581 whole entry, looked up): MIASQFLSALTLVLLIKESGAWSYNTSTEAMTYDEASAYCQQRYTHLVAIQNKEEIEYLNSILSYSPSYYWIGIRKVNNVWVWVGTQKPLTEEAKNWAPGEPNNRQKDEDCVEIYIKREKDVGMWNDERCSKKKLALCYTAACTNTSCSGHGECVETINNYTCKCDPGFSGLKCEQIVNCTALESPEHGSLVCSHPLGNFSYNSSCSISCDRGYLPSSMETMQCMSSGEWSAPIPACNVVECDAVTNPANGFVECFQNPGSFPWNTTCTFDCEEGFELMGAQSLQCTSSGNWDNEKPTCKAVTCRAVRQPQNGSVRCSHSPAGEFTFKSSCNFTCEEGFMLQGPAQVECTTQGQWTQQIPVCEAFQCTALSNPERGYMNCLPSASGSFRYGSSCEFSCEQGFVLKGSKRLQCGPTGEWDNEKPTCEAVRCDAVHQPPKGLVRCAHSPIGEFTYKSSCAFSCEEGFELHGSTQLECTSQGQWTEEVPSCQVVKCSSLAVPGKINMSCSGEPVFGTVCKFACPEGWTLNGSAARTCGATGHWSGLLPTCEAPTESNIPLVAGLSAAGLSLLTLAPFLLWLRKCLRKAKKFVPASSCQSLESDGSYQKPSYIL
#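 Assay system: HUVEC primary endothelial cells. Input: 3,000 HUVEC seeded per well. Doses: one compound dose added by pin transfer. Read-out basis: % PE-positive cells. Benchmarks: TNF-alpha high, DMSO low. Detection: immunofluorescence imaging. Buffer or medium: EGM-2, gelatin.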
# PglD DTNB: PglD (C. jejuni) enzyme inhibition; inhibition, % at 12.5 µM; purified PglD enzyme, DTNB colorimetric CoA detection; 360,000 tested, 0.098% active; in the data active = inhibition above about 16%, passing the limit was not always enough; inconclusive = no clear call, values can overlap the other calls; also: strong numbers were not always called active
# SIRT5 inh: inhibitors of human sirtuin-5 desuccinylase; Q9NXA8; Purified SirT5, succinyl-peptide AMC, trypsin-coupled fluorescence; inhibition, % at 15 µM; 330,000 tested, 1.1% active; in the data active = inhibition above about 15%; inconclusive = no clear call, values can overlap the other calls
# Target sequence (Q9NXA8 whole entry, looked up): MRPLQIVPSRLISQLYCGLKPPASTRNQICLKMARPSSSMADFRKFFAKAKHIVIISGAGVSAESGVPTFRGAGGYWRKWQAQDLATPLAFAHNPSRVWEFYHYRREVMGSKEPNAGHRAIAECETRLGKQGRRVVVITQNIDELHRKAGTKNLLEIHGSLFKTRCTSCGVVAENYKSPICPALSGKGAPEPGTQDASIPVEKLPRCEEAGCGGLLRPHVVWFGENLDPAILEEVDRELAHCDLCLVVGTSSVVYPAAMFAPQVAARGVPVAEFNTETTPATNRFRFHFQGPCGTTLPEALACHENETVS
# ERp5 inh: blocks human ERp5 reductase activity on insulin. AID 651711. 350,000 tested, 0.05% active. inhibition, % at 9.99 µM. Q15084. ERp5 insulin aggregation, absorbance 650 nm, 90 min;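 active = mean replicate inhibition above about 25%, with every replicate also reaching it, limit read from the data, passing the limit was not always enough; inconclusive = only one of those two criteria met; inactive = neither criterion met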
# S100A4 inh HTS: S100A4-myosin IIA interaction inhibition. P26447. S100A4/TAMRA-MyoIIA peptide fluorescence polarization. inhibition, % at 10.7 µM. 360,000 tested, 0.14% active;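 active = mean inhibition of at least 70% across replicates, with every replicate also reaching that level; inconclusive = mean inhibition reaches 70% but some replicates fall short; inactive = mean inhibition below 70%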
# Target sequence (P26447 whole entry, looked up): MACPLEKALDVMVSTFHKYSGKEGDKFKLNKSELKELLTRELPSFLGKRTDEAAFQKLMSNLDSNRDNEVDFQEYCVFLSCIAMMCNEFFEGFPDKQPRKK
#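 assay system = human S100A4 monomer with TAMRA-labelled myosin IIA peptide | also added = labelled myosin peptide probe, 5 nM | incubation = 5 min between mix addition and reading | control set = DMSO and TFP controls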
# DENV2 CPE rescue: inhibitors of DENV2 cytopathic effect; DENV2-infected cells, cytopathic effect rescue, plate reader; CPE inhibition, % at 9.99 µM; 350,000 tested, 1.7% active; AID 651640; in the data active = CPE inhibition above about 20%, passing the limit was not always enough; inconclusive = no clear call, values can overlap the other calls; tested in BHK-21 cells;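 also: 0% = median of neutral control wells and 100% = median of positive control wells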
# * hit, by the source's call; u = inconclusive; x = no result given; & = joins results of further samples. The list is partial. The share of hits here may be higher or lower than overall.
Molecule	Statin myotox sup	E-sel inducer	PglD DTNB	SIRT5 inh	ERp5 inh	S100A4 inh HTS	DENV2 CPE rescue
Cc1ccc(S(=O)(=O)N2CCC(=O)N([C@H](CO)Cc3ccccc3)CC2)cc1	x	3.2	x	-1	0	1	-8
Cc1cc(C)cc(C(=O)NN2CCN(C)CC2)c1	-3	x	-7	-2	u	-16	8
CC(=O)Nc1ccc(S(=O)(=O)CCC(=O)O)cc1	10	x	5	0	5	0	x
CO[C@H]1CN(C)C(=O)c2cc(C#N)ccc2OC[C@H]2O[C@H](CC[C@H]2OC)CCN(C)C(=O)[C@@H]1C	0	-0.1	-3	-3	-3	-6	-6
CN(C(=O)CSc1nnc(NCc2ccccc2)s1)C1CCS(=O)(=O)C1 (stereo not drawn)	x	0.1	x	-2	0	-5	14
CC(NC(=O)c1ccccc1SCC(=O)N1CCCC1)c1ccccc1 (stereo not drawn)	0	0.0	0	-8	-3	-3	-1
CN(C)c1ccc2c(c1)[C@H]1C[C@H](CC(=O)NCc3cc(F)ccc3F)O[C@@H](CO)[C@H]1O2	-1	0.0	4	1	-2	-1	u
Cc1ccc2c(c1)CC(C)N2S(=O)(=O)c1nnc(NC(=O)CC(C)C)s1 (stereo not drawn)	0	x	-1	1	0	4	-2
COc1cccc(S(=O)(=O)N[C@H]2CC[C@H](CC(=O)NC3Cc4ccccc4C3)O[C@H]2CO)c1	12	0.3	4	2	-4	3	-2
COCC(=O)N1C[C@H](C)[C@H](OC)CN(C)C(=O)c2cc(NC(=O)c3cnccn3)ccc2OC[C@@H]1C	-6	0.8	3	-3	-6	-16	2
Cc1ccc(C(=O)Nc2c(C)n(C)n(-c3ccccc3)c2=O)cc1	x	x	x	-1	-2	-2	2
CC(=O)Nc1cc(-c2cccc(C(=O)N(C)C)c2)cn2c(-c3ccc(C(C)=O)cc3)cnc12	6	-0.2	1	4	-8	-2	-14
COc1cc(C(=O)Nc2ccc3c(c2)CCN3C(C)=O)cc(OC)c1OC	x	-3.7	x	-1	5	6	-5
CSCCC(NC(=O)COc1ccccc1)C(=O)NCCOc1ccccc1 (stereo not drawn)	7	x	4	-2	4	2	6
CC(C)NC(=O)N(C)C[C@@H]1Oc2cc(-c3cccnc3)ccc2S(=O)(=O)N([C@@H](C)CO)C[C@@H]1C	12	0.0	0	-5	2	-3	-4
CC1CC(C)CN(C(=O)COC(=O)/C=C/c2cccc([N+](=O)[O-])c2)C1 (stereo not drawn)	-3	0.2	5	-6	-1	0	10
CCCN(Cc1nnc(-c2ccccc2Cl)o1)C(=O)COc1ccc(Cl)cc1	14	x	1	5	-7	7	u
CCCNC(=O)N1CC2(CCN(C(=O)CC)CC2)c2c(n(C)c3cc(OC)ccc23)[C@H]1CO	x	-0.1	x	-2	-4	9	-14
COc1cc(CC(=O)C(=O)O)oc(=O)c1	7	x	-1	-2	3	-10	-1
O=C(COc1ccc(Cl)cc1Cl)NCCCNC(=O)c1cnccn1	-19	-0.1	0	2	2	2	14

# Rewritten as labelled records: three of the compounds above
CC(C)NC(=O)N(C)C[C@@H]1Oc2cc(-c3cccnc3)ccc2S(=O)(=O)N([C@@H](C)CO)C[C@@H]1C
  Statin myotox sup: 12 | E-sel inducer: 0.0 | PglD DTNB: 0 | SIRT5 inh: -5 | ERp5 inh: 2 | S100A4 inh HTS: -3 | DENV2 CPE rescue: -4
CC1CC(C)CN(C(=O)COC(=O)/C=C/c2cccc([N+](=O)[O-])c2)C1 (stereo not drawn)
  Statin myotox sup: -3 | E-sel inducer: 0.2 | PglD DTNB: 5 | SIRT5 inh: -6 | ERp5 inh: -1 | S100A4 inh HTS: 0 | DENV2 CPE rescue: 10
CCCN(Cc1nnc(-c2ccccc2Cl)o1)C(=O)COc1ccc(Cl)cc1
  Statin myotox sup: 14 | E-sel inducer: x | PglD DTNB: 1 | SIRT5 inh: 5 | ERp5 inh: -7 | S100A4 inh HTS: 7 | DENV2 CPE rescue: u

# Continued.
Molecule	Statin myotox sup	E-sel inducer	PglD DTNB	SIRT5 inh	ERp5 inh	S100A4 inh HTS	DENV2 CPE rescue
Cc1cc(C(=O)Nc2cccc3c2O[C@H](CN(C)C(=O)Nc2ccc4c(c2)OCO4)[C@H](C)CN([C@H](C)CO)C3=O)n(C)n1	-23	-1.5	0	0	0	-4	13
CCC(C(=O)OCC(=O)NC1CCS(=O)(=O)C1)c1ccccc1 (stereo not drawn)	-10	-2.2	0	-1	5	-1	2
CC(C)(C)c1ccc(C(=O)N2CCC2(C)C(=O)Nc2cccc(C#N)c2)cc1 (stereo not drawn)	-7	-0.1	-3	-2	0	-1	-1
CNC[C@H]1Oc2ccc(NC(=O)Cc3ccccc3)cc2C(=O)N([C@H](C)CO)C[C@H]1C	-16	0.0	-4	3	2	-38	0
CN1C(=O)c2cc(NC(=O)c3cccc(F)c3)ccc2OC[C@@H]2O[C@H](CC(=O)NCC3CC3)CC[C@H]21	x	0.2	x	9	5	-28	u
C[C@@H]1CN([C@H](C)CO)C(=O)c2cc(NC(=O)Nc3ccc(F)cc3)ccc2O[C@H]1CN(C)C(=O)Nc1ccc2c(c1)OCO2	-22	-0.6	x	4	1	0	-2
CCOC(=O)c1ccc(NC(=S)Nc2ccccc2)cc1	x	x	x	0	-8	0	-4
NC(c1csc(Nc2cc(NCCCO)ncn2)n1)c1ccccc1Cl (stereo not drawn)	-10	0.1	-1	-10	2	-3	-2
CC(CCc1ccccc1)NC(=O)CSc1cccc[n+]1[O-] (stereo not drawn)	x	-0.1	x	-3	-2	7	1
CSC(=S)N/N=C/c1ccc(N(C)C)cc1	x	x	x	-5	-2	-4	9
CCCNC(=O)Nc1ccccc1SC	x	0.0	x	-3	-6	-9	0
CNC[C@@H]1Oc2ccc(NC(=O)Nc3ccccc3)cc2CC(=O)N([C@@H](C)CO)C[C@@H]1C	22	-1.5	1	-3	-2	-3	10
CCCNC(=O)N1C[C@H](C)[C@H](OC)CN(C)C(=O)c2ccc(NC(=O)CC)cc2OC[C@H]1C	3	-0.1	-1	-2	3	8	-7
C[C@@H]1CN([C@@H](C)CO)C(=O)Cc2cc(NC(=O)C3CC3)ccc2O[C@H]1CN(C)C(=O)Nc1ccc2c(c1)OCO2	3	0.2	-4	2	-2	0	6
COc1cc(C(=O)C(=O)c2cc(OC)c(O)c(OC)c2)cc(OC)c1O	-10	-0.1	-1	1	1	-2	6
CC(NNC(=S)N1CCN(c2ccccn2)CC1)c1nccc2ccccc12 (stereo not drawn)	x	0.0	x	-2	1	-1	2
CCOC(=O)C1C(C(=O)OCC)C2C(=O)C3C(C(=O)OCC)C(C(=O)OCC)C3C(=O)C12 (stereo not drawn)	1	0.3	-3	x	2	7	9
O=C(C[C@H]1C[C@@H]2c3cc(NS(=O)(=O)c4ccccc4)ccc3O[C@@H]2[C@H](CO)O1)NC1CCCC1	5	-1.5&-0.5	-5	0&0	2&3	2&-6	-2&-3
CC(C)C#Cc1ccc2c(c1)O[C@H](CN(C)CC1CCOCC1)[C@@H](C)CN([C@@H](C)CO)S2(=O)=O	-38	-0.4	0	7	1	-13	15
O=C(Oc1ccc(O)cc1)C12CC3CC(CC(C3)C1)C2	x	0.1	x	0	-1	0	10
CC(C)C#Cc1cnc2c(c1)C(=O)N([C@H](C)CO)C[C@@H](C)[C@@H](CN(C)C(=O)c1ccccc1F)O2	12	-0.3	1	-9	-1	29	-3
COC(=O)c1ccc(CNC(=O)Cn2cnc3c(NCc4ccccc4)ncnc32)cc1	9	-0.2	0	0	2	8	-9
Cc1ccc(CN2CCNC(=O)C2CC(=O)NCCCn2nnc3ccccc32)cc1 (stereo not drawn)	4	-0.1	0	x	-2	1	0
CCOC1=C2[C@@H](CN(S(=O)(=O)c3ccccc3C)[C@H]2c2ccc(Cl)cc2)[C@H]2C(=O)N(c3ccccc3)C(=O)[C@H]2C1	5	-0.1	0	1	-2	-3	-10
CC1CCc2c(sc3nc(SCC(=O)O)n(-c4ccccc4)c(=O)c23)C1 (stereo not drawn)	16	-0.1	2	-3	7	3	3
Nc1n[nH]c(=S)n1/N=C1/C(=O)Nc2ccccc21	x	x	x	x	-7	3	5
C[C@H](CO)N1C[C@H](C)[C@@H](CN(C)S(=O)(=O)c2ccccc2)Oc2cc(C#Cc3ccncc3)ccc2S1(=O)=O	-43	-0.3	2	9	1	-34	-4
O=C(NCC[C@H]1CC[C@@H](NC(=O)C2CC2)[C@H](CO)O1)c1ccc(F)cc1	-5	-0.3	12	5	-3	5	-3
CC(C)(C)c1ccc(CC(=O)N2CCC2(C)C(=O)NS(=O)(=O)c2cccc(OC(F)F)c2)cc1 (stereo not drawn)	-5	-0.1	-2	x	-1	3	7
CCC(=O)Nc1ccc2c(c1)C(=O)N(C)C[C@@H](OC)[C@@H](C)CN(CC1CCCCC1)[C@H](C)CO2	-10	0.0	-2	10	-6	-61	-12
COc1cccc(CNC(=O)CCCN2C(=O)C(c3ccccc3)Oc3cccnc32)c1OC (stereo not drawn)	16	x	-5	0	-4	-2	u
Cc1cc(C)c2nc(Cl)c(CN(Cc3ccco3)C(=O)Nc3ccccc3C)cc2c1	-170	x	5	-2	2	-3	0
Cc1ccc(-n2c(CNc3cccc(Cl)c3)n[nH]c2=S)cc1	x	-1.6	x	-1	0	-1	x
Cc1noc(C)c1NC(=O)N(C)C[C@@H]1Oc2ccc(NC(=O)Nc3cccc4ccccc34)cc2CC(=O)N([C@H](C)CO)C[C@@H]1C	21	0.0	-3	1	2	-6	-7
CC(C)[C@H](NC(=O)NC1CCN(Cc2ccccc2)CC1)C(=O)O	x	-0.9	x	-3	0	0	-7
Cc1nn(C)cc1CNCc1c(C(=O)N2CCCCC2)nc2c(C)cccn12	-2	x	x	-2	-4	-3	-6
Cc1oc(-c2ccccc2)nc1C(=O)OCC(=O)NC(C)c1ccccc1 (stereo not drawn)	-3	0.4	0	4	18	-2	-8
O=C(COC(=O)c1cc(S(=O)(=O)N2CCOCC2)ccc1Cl)Nc1ccccc1Cl	1	x	-3	1	-3	1	u
COc1ccccc1-c1oc2ccccc2c1C#CCCO	-16	1.1	-1	x	x	x	x
CC(C)NC(=O)N(C)C[C@@H]1OCCCC[C@H](C)Oc2ccc(NS(=O)(=O)c3ccc(Cl)cc3)cc2C(=O)N([C@@H](C)CO)C[C@@H]1C	x	0.0	7	0	-2	-1	-9
Cc1cc(C(=O)Nc2cccc3c2O[C@@H](CN(C)Cc2ccc(C(=O)O)cc2)[C@H](C)CN([C@@H](C)CO)C3=O)n(C)n1	-4	-2.4	3	-2	-1	-5	5
O=C(Nc1nc(-c2ccc(F)cc2)cs1)c1cccc(N2C(=O)CCC2=O)c1	x	-0.1	1	-2	-3	-10	u
C[C@H]1CN([C@@H](C)CO)C(=O)c2cc(NS(=O)(=O)c3cn(C)cn3)ccc2O[C@@H]1CN(C)Cc1ccc(C(F)(F)F)cc1	-11	-1.4	1	-1	-3	8	-12
COc1cc2oc(=O)cc(CN3CCOCC3)c2cc1Cl	1	-0.1	3	-2	0	0	3
O=C(c1ccc(F)cc1)N1CC[C@@H]2[C@H]1c1cc(-c3ccccc3F)ccc1N[C@@H]2CO	13	0.7	-2	4	0	6	u
CCC(CC)C(=O)NCCCN1CCOCC1	x	-0.3	x	2	1	-2	-6
C=C(CCO)C1=CCN(S(=O)C(C)(C)C)[C@@H]1CCO (stereo partly drawn)	-15	x	-25	3	1	4	-3
O=C(Nc1ccc(S(=O)(=O)N2CCOCC2)cc1)C1CC(=O)N(c2ccc(F)cc2)C1 (stereo not drawn)	17	-9.9	2	2	0	3	-1
O=C(CCc1ccccc1)NC1(Cc2ccccc2)CCN(CCc2cccs2)C1=O (stereo not drawn)	-6	0.0	-3	x	-1	0	-19

# From PubChem
